# Pf Dd2 inh = P. falciparum Dd2 growth inhibitors, primary screen, SYBR Green fluorescence, single dose replicates. 72 h; hits give low values. activity change, % at 10 µM. 94,000 tested, 2.3% active. AID 1159554, 2015; in the data active = activity change below about -80%; inconclusive = no clear call, values can overlap the other calls
# Tcruzi prolif = T. cruzi intracellular proliferation inhibitors, primary screen, cell-based, beta-gal Tulahuen parasites, NIH3T3 host, luminescence | 77,000 tested, 5.9% active | inhibition, % at 8.34 µM | AID 624255, 2012 | T. cruzi beta-gal in NIH3T3, GalScreen luminescence, 90 h;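 active = mean inhibition above about 93%, with at least 55% of replicates each passing it, limit read from the data, passing the limit was not always enough; inconclusive = only one of those two conditions holds; inactive = neither condition holds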
# KDM4C inh = inhibitors of GASC-1 (KDM4C) histone demethylase, primary screen, biochemical, single concentration HTS; inhibition, % at 12.5 µM; AID 720574, 2013; 96,000 tested, 0.15% active; Lysine-specific demethylase 4C (Homo sapiens), Q9H3R0; GST-KDM4C 2-372, H3K9me3 peptide, LANCE TR-FRET;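 active = mean replicate inhibition above about 25%, with at least 55% of replicates also reaching it, limit read from the data, passing the limit was not always enough; inconclusive = only one of those two conditions met; inactive = neither condition met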
# Target sequence (Q9H3R0 2-372 limits assumed): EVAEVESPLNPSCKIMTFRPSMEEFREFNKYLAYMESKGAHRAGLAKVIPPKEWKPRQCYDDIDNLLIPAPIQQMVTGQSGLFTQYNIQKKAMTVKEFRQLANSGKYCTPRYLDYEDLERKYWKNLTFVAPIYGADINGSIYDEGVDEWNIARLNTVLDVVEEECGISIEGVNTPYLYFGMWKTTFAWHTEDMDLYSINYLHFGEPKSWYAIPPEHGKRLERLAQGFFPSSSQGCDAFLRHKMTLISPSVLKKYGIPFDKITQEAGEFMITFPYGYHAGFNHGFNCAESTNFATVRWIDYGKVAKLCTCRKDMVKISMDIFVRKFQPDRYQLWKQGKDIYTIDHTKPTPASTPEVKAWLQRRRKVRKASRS
#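 Material: N-terminal GST-fused human GASC-1 (KDM4C) fragment, residues 2-372. Input: 10 nM enzyme. Incubation: enzyme reaction 30 min, then detection 60 min, both room temperature. Doses: one test concentration per compound. Read-out basis: inhibition from TR-FRET ratio decrease. Detection: LANCE TR-FRET, excitation 340 nm, emissions 618 and 671 nm.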
# C diff HTS = C. difficile growth inhibitors, primary screen, HTS. 86,000 tested, 0.25% active. growth activity, negative = inhibition, % at 16 µg/mL (by protocol). Clostridium difficile clinical isolate growth, OD600, 24 h; hits give low values. AID 1259249, 2017;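 active = mean growth activity at or below -80% and every replicate also at or below -80%; inconclusive = mean at or below -80% but some replicate above -80%; inactive = mean growth activity above -80%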;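 also: 0% = DMSO wells and -100% = levofloxacin 16 µg/mL wells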
# Active calls of the source: *; ? = inconclusive; . = no result given.
cpd	smiles	Pf Dd2 inh	Tcruzi prolif
1	COc1ccc2c3c(n(C)c2c1)[C@H](CO)N(C(=O)C1CCCCC1)CC31CCN(C(=O)CN(C)C)CC1	-71	.
2	COc1cccc(NC(=O)Nc2ccc3c(c2)C(=O)N(C)C[C@@H](OC)[C@@H](C)CN(C)[C@H](C)CO3)c1	-11	-69
3	C[C@H](CO)N1C[C@H](C)[C@@H](CN(C)C(=O)CCCN(C)C)OCc2cn(nn2)CCCC1=O	10	14
4	COc1cccc(CNC(=O)[C@@H]2[C@@H](CO)[C@@H]3Cn4c(cccc4=O)[C@H]2N3C(=O)C2CCCC2)c1	51	.
5	N#C[C@H]1[C@@H](c2ccccc2-c2ccccc2)[C@@H](CO)N1C(=O)NC1CCCCC1	-12	.
6	CO[C@@H]1CN(C)C(=O)c2cc(NS(=O)(=O)c3ccc(C)cc3)ccc2OC[C@@H](C)N(C(=O)NC(C)C)C[C@H]1C	-22	-4
7	C[C@H]1CN([C@@H](C)CO)C(=O)CCCn2cc(nn2)CO[C@H]1CN(C)Cc1cccc2c1OCCCO2	-60	6
8	CO[C@H]1CN(C)C(=O)c2ccc(NC(=O)Nc3ccccc3Cl)cc2OC[C@H](C)NC[C@H]1C	-11	-25

cpd	KDM4C inh	C diff HTS
1	1.9	0
2	1.4	2
3	2.4	.
4	2.1	-3
5	-1.7	-12
6	0.8	.
7	1.3	1
8	0.6	.

# From no. 1 to 2, copied from above:
cpd	smiles	Pf Dd2 inh	Tcruzi prolif
1	COc1ccc2c3c(n(C)c2c1)[C@H](CO)N(C(=O)C1CCCCC1)CC31CCN(C(=O)CN(C)C)CC1	-71	.
2	COc1cccc(NC(=O)Nc2ccc3c(c2)C(=O)N(C)C[C@@H](OC)[C@@H](C)CN(C)[C@H](C)CO3)c1	-11	-69

cpd	KDM4C inh	C diff HTS
1	1.9	0
2	1.4	2

# Additional results follow:
cpd	smiles	Pf Dd2 inh	Tcruzi prolif
9	C[C@H](CO)N1C[C@H](C)[C@@H](CN(C)C(=O)NC2CCCC2)Oc2cc(/C=C/c3ccccc3)ccc2S1(=O)=O	-21	91
10	C[C@@H]1CCCCO[C@H](CN(C)Cc2ccccc2)[C@@H](C)CN([C@@H](C)CO)C(=O)c2cc(NS(=O)(=O)c3ccc(F)cc3)ccc2O1	-40	-12
11	COc1ccc(S(=O)(=O)Nc2ccc3c(c2)[C@H]2C[C@@H](CC(=O)NCC4CC4)O[C@H](CO)[C@H]2O3)cc1	-14	21
12	C[C@@H](NC(=O)C[C@@H]1C[C@H]2c3cc(N(C)C)ccc3O[C@H]2[C@@H](CO)O1)c1ccccc1	11	13
13	CCCN(C)C[C@@H]1Oc2ncc(C#Cc3ccc(F)cc3)cc2C(=O)N([C@H](C)CO)C[C@@H]1C	-78	53
14	CC=Cc1ccc2n(c1=O)C[C@H]1[C@H](CO)[C@@H](C(=O)NCCC)[C@@H]2N1Cc1nccs1 (mixture of isomers)	0	46
15	O=C(C1CC1)N1CCCCN2[C@H](CO)[C@@H](c3ccc(-c4cccc(F)c4)cc3)[C@H]2C1	21	47
16	C[C@H](CO)N1C[C@H](C)[C@H](CN(C)C(=O)Nc2cccc3ccccc23)Oc2ncc(-c3ccccc3)cc2C1=O	-41	10

cpd	KDM4C inh	C diff HTS
9	-1.7	10
10	0.1	0
11	44*	.
12	8.1	-5
13	-1.8	34
14	-0.1	-1
15	1.4	-23
16	-1.2	11

# The listing continues.
cpd	smiles	Pf Dd2 inh	Tcruzi prolif
17	C[C@H](CO)N1C[C@H](C)[C@H](CN(C)C(=O)Nc2ccc(F)cc2)Oc2ncc(/C=C/c3ccccc3)cc2C1=O	-70	.
18	CCC(=O)N(C)C[C@@H]1Oc2cc(-c3ccc(C#N)cc3)ccc2S(=O)(=O)N([C@@H](C)CO)C[C@@H]1C	-17	8
19	COc1cccc(NC(=O)N(C)C[C@H]2Oc3cc(-c4ccccc4F)ccc3S(=O)(=O)N([C@@H](C)CO)C[C@H]2C)c1	-15	98
20	CCCC(=O)Nc1ccc2c(c1)C(=O)N(C)C[C@@H](OC)[C@@H](C)CN(C(=O)C1CCCC1)[C@@H](C)CO2	-12	-12
21	COc1ccccc1C#Cc1cnc2c(c1)C(=O)N([C@@H](C)CO)C[C@H](C)[C@@H](CN(C)C(C)=O)O2	0	37
22	CCC(=O)N1[C@@H]2c3ccc(C4=CCCC4)c(=O)n3C[C@@H]2[C@@H](CO)[C@@H]1C(=O)Nc1ccccc1	-5	-8
23	CO[C@@H]1CN(C)C(=O)c2cc(NS(C)(=O)=O)ccc2OC[C@H](C)N(C)C[C@@H]1C	30	71
24	C[C@H](CO)N1C[C@H](C)[C@H](CN(C)C(=O)CCCN(C)C)OCCCC[C@H](C)Oc2ccc(NC(=O)Nc3ccc4c(c3)OCO4)cc2C1=O	49	37

cpd	KDM4C inh	C diff HTS
17	-1.9	-9
18	1.1	3
19	.	-4
20	0.1	0
21	-4.2	5
22	-0.6	-9
23	-1.2	.
24	3.4	-2

# Following part
cpd	smiles	Pf Dd2 inh	Tcruzi prolif
25	C[C@@H]1CCCCO[C@H](CN(C)Cc2ccc(Cl)c(Cl)c2)[C@@H](C)CN([C@H](C)CO)C(=O)c2cc(NC(=O)Nc3ccc(F)cc3)ccc2O1	-3	102*
26	C[C@@H]1CCCCO[C@@H](CN(C)C(=O)Nc2ccc(C(F)(F)F)cc2)[C@@H](C)CN([C@@H](C)CO)C(=O)c2cc(N(C)C)ccc2O1	20	100*
27	N#C[C@@H]1[C@@H](c2ccccc2C2=CCCCC2)[C@@H](CO)N1C(=O)NC1CCCC1	-13	.
28	O=C(C[C@H]1C[C@H]2c3cc(NS(=O)(=O)c4ccc(F)cc4)ccc3O[C@H]2[C@@H](CO)O1)NC1CCCCC1	21	-114
29	C[C@@H]1CN([C@@H](C)CO)C(=O)Cc2cc(NC(=O)Nc3cccc4ccccc34)ccc2O[C@H]1CN(C)Cc1ccc(Oc2ccccc2)cc1	-47	?
30	CCCC(=O)Nc1ccc2c(c1)C(=O)N(C)[C@H]1CC[C@@H](CC(=O)NCC3CCCCC3)O[C@H]1CO2	-6	-36
31	C[C@H]1CN([C@@H](C)CO)C(=O)Cc2cc(NC(=O)Cn3cnnn3)ccc2O[C@H]1CN(C)C	16	11
32	CO[C@H]1CN(C)C(=O)c2ccc(NC(=O)Nc3ccc(Cl)cc3)cc2OC[C@H](C)N(C)C[C@@H]1C	29	.

cpd	KDM4C inh	C diff HTS
25	-1.2	.
26	-1.3	1
27	-0.9	-2
28	-0.1	.
29	-2.5	10
30	-0.5	-7
31	0.4	0
32	-0.3	3

# An excerpt from above in order of their number in KDM4C inh, lowest first:
cpd | compound | KDM4C inh
13 | CCCN(C)C[C@@H]1Oc2ncc(C#Cc3ccc(F)cc3)cc2C(=O)N([C@H](C)CO)C[C@@H]1C | -1.8
9 | C[C@H](CO)N1C[C@H](C)[C@@H](CN(C)C(=O)NC2CCCC2)Oc2cc(/C=C/c3ccccc3)ccc2S1(=O)=O | -1.7
23 | CO[C@@H]1CN(C)C(=O)c2cc(NS(C)(=O)=O)ccc2OC[C@H](C)N(C)C[C@@H]1C | -1.2
12 | C[C@@H](NC(=O)C[C@@H]1C[C@H]2c3cc(N(C)C)ccc3O[C@H]2[C@@H](CO)O1)c1ccccc1 | 8.1

# Next results follow.
cpd	smiles	Pf Dd2 inh	Tcruzi prolif
33	Cc1ccc(S(=O)(=O)N[C@@H]2CC[C@H](CC(=O)NCc3ccc(Cl)c(Cl)c3)O[C@H]2CO)cc1	-18	-24
34	Cc1noc(C)c1NC(=O)Nc1ccc2c(c1)C(=O)N([C@@H](C)CO)C[C@H](C)[C@@H](CN(C)Cc1ccc(Cl)c(Cl)c1)OCCCC[C@H](C)O2	-33	90
35	C[C@H](CO)N1C[C@H](C)[C@H](CN(C)Cc2ccccc2)Oc2ncc(-c3ccccc3F)cc2C1=O	-7	31
36	C[C@@H]1CCCCO[C@H](CN(C)C(=O)Nc2ccc3c(c2)OCO3)[C@H](C)CN([C@@H](C)CO)C(=O)c2cc(NS(=O)(=O)c3ccccc3)ccc2O1	-39	63
37	COCC(=O)N(C)C[C@@H]1Oc2cc(-c3cccc(F)c3)ccc2S(=O)(=O)N([C@@H](C)CO)C[C@H]1C	16	-39
38	C[C@H](CO)N1C[C@H](C)[C@@H](CN(C)CC2CCCCC2)Oc2ccc(NS(=O)(=O)c3ccc(Cl)cc3)cc2CC1=O	-53	94
39	CC(C)C#Cc1cnc2c(c1)C(=O)N([C@H](C)CO)C[C@@H](C)[C@H](CN(C)C(=O)Nc1cc(F)ccc1F)O2	.	68
40	C[C@@H]1CN([C@H](C)CO)C(=O)c2cc(NC(=O)Nc3cccc4ccccc34)ccc2O[C@@H]1CN(C)S(=O)(=O)c1ccc(F)cc1	20	48

cpd	KDM4C inh	C diff HTS
33	1.1	-1
34	-0.2	11
35	0.1	2
36	1.2	8
37	-0.3	-6
38	-0.5	10
39	4.7	-6
40	-3.1	18

# (list continues)
cpd	smiles	Pf Dd2 inh	Tcruzi prolif
41	COc1ccc(-c2ccc([C@@H]3[C@@H](CO)N4C(=O)CN(C(=O)C5CCOCC5)C[C@@H]34)cc2)cc1	-38	.
42	C[C@@H]1CCCCO[C@@H](CN(C)C(=O)Nc2ccc3c(c2)OCO3)[C@H](C)CN([C@H](C)CO)C(=O)c2cc(NC(=O)c3ccccc3)ccc2O1	-34	25
43	CN1c2ccc(-c3ccc(F)cc3)cc2[C@H]2[C@H](CCN2C(=O)Cc2ccccn2)[C@@H]1CO	-67	?
44	CC(C)NC(=O)N(C)C[C@H]1Oc2ccc(NS(=O)(=O)c3cn(C)cn3)cc2C(=O)N([C@H](C)CO)C[C@@H]1C	-3	34
45	C[C@@H]1CN([C@@H](C)CO)C(=O)c2cc(NC(=O)Nc3cccc4ccccc34)ccc2O[C@@H](C)CCCCO[C@H]1CN(C)Cc1ccncc1	0	55
46	O=C(C[C@@H]1C=C[C@H](NC(=O)C2CCOCC2)[C@@H](CO)O1)Nc1ccc(-c2ccccc2)cc1	28	22
47	O=C(NC[C@@H]1[C@@H](c2ccccc2)[C@@H](CO)N1CC1CCCC1)c1ccccc1	-55	93
48	C[C@@H]1CCCCO[C@@H](CN(C)C(=O)Nc2ccc(C(F)(F)F)cc2)[C@H](C)CN([C@@H](C)CO)C(=O)c2cc(N(C)C)ccc2O1	.	84

cpd	KDM4C inh	C diff HTS
41	-0.1	-2
42	1.2	-4
43	1.6	-29
44	-0.4	-2
45	-1.7	-3
46	-1.6	.
47	-0.4	7
48	-2.0	6

# Next results follow:
cpd	smiles	Pf Dd2 inh	Tcruzi prolif
49	Cc1noc(C)c1S(=O)(=O)N(C)C[C@@H]1Oc2ccc(NC(=O)CCCCCC(=O)Nc3ccccc3N)cc2CC(=O)N([C@@H](C)CO)C[C@H]1C	-7	.
50	CCC(=O)N1C[C@@H](C)[C@H](OC)CN(C)C(=O)c2ccc(NC(=O)c3cnccn3)cc2OC[C@@H]1C	5	1
51	Cc1ccc(-c2cnc3c(c2)C(=O)N([C@@H](C)CO)C[C@H](C)[C@H](CN(C)C(=O)c2cccc(F)c2)O3)cc1	-32	.
52	COc1ccc(NC(=O)Nc2ccc3c(c2)[C@H]2C[C@H](CC(=O)O)O[C@@H](CO)[C@H]2O3)cc1	50	-12
53	COc1cccc(-c2ccc([C@H]3[C@@H](C#N)N(C(=O)c4ccccn4)[C@H]3CO)cc2)c1	-43	80
54	COc1ccc(S(=O)(=O)Nc2ccc3c(c2)C(=O)N([C@H](C)CO)C[C@@H](C)[C@H](CN(C)S(=O)(=O)c2c(C)noc2C)OCCCC[C@@H](C)O3)cc1	-53	56
55	C[C@@H]1CCCCO[C@@H](CN(C)C(=O)Nc2ccccc2)[C@H](C)CN([C@@H](C)CO)C(=O)c2cc(NS(=O)(=O)c3ccc(Cl)cc3)ccc2O1	-17	?
56	C[C@@H]1CN([C@H](C)CO)S(=O)(=O)c2ccc(C#C[C@@H](C)O)cc2O[C@H]1CN(C)CC1CC1	-36	58

cpd	KDM4C inh	C diff HTS
49	-0.7	-9
50	0.5	.
51	-1.2	2
52	1.0	.
53	-2.1	11
54	-0.3	-9
55	-0.5	1
56	2.8	-8

# (list continues)
cpd	smiles	Pf Dd2 inh	Tcruzi prolif
57	CC(C)NC(=O)N1[C@H](CO)[C@H](c2ccccc2-c2ccc(F)cc2)[C@@H]1C#N	3	.
58	O=C(Cc1ccccc1)N[C@@H]1CC[C@@H](CC(=O)N2CCOCC2)O[C@@H]1CO	-5	-42
59	C[C@H](CO)N1C[C@H](C)[C@@H](CN(C)S(=O)(=O)c2ccccc2)Oc2ccc(N(C)C)cc2CC1=O	5	32
60	C[C@H](CO)N1C[C@H](C)[C@H](CN(C)C(=O)C2CCCCC2)Oc2ncc(Br)cc2C1=O	3	.
61	CC(C)CC#Cc1ccc([C@@H]2[C@H]3CN(C(=O)c4cnccn4)CC(=O)N3[C@H]2CO)cc1	-16	.

cpd	KDM4C inh	C diff HTS
57	-2.3	-1
58	0.8	.
59	1.7	3
60	0.4	-4
61	-0.3	2

# Screening data deposited in PubChem BioAssay by Broad Institute.
